IDE cell inh = inhibitors of human insulin-degrading enzyme in cells | HEK cells, FAbetaB cleavage, fluorescence polarization | AID 434962 | 320,000 tested, 0.41% active | P14735 | inhibition, % at 5.59 µM;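 active means percent inhibition above the average of all tested compounds plus 3 SD, set per screening campaign, cut at about 16% in these data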;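 further: IDE supplied by intact live HEK cells; FP after avidin binding of uncleaved biotin substrate so inhibition keeps polarization high; 0% = DMSO wells and 100% = 60 µM reference IDE inhibitor Ii1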
MEKK2 WT-MEK5 = raises or lowers MEK5 binding to wildtype human MEKK2 PB1 domain | 290,000 tested, 1.1% active | bead flow cytometry, Alexa488-MEK5 binding to MEKK2 WT; actives lie on both sides | Q9Y2U5 | binding response (% of control), % at 10 µM; in the data active means binding response below about 67% or above about 130%
MEKK2mut PB1 HTS = signal of MEK5 binding to mutant human MEKK2 PB1 domain; percent response, % at 10 µM; 290,000 tested, 0.35% active; bead flow cytometry, Alexa488-MEK5 binding to MEKK2 mutant; in the data active means percent response above about 24%, passing the limit was not always enough; further: inactives centre near 1; some results filed as inactive read as strong as hits; reference of the scale not given here
NALP1 inh = NALP1 inhibition. 280,000 tested, 0.61% active. S. cerevisiae NALP1/ASC/caspase-1 growth, X-gal OD620, 72 h. inhibition, % at 10 µM. AID 2071; in the data active means inhibition mostly above about 24%, no sharp cut-off; inactive means mostly below about 32%; further: some compounds called inactive have numbers as strong as hits
MEKK3 PB1 HTS = MEKK3-MEK5 PB1 interaction, increase or decrease; Q99759; binding response (% of control), % at 10 µM; 290,000 tested, 1.4% active; bead-based flow cytometry, Alexa488-MEK5 binding to MEKK3; actives lie on both sides; 0 = blocked by unlabeled MEK5, 100 = vehicle;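 active means binding response more than 3 SD above or below the average of its plate-row segment, actives on both sides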;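 further: Alexa488 bead fluorescence after subtracting the streptavidin-only scavenger bead signal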
M18AAP inhibitor = blocks P. falciparum M18 aspartyl aminopeptidase; recombinant PfM18AAP, H-Glu-NHMec fluorogenic cleavage; inhibition, % at 7.35 µM; 290,000 tested, 1.2% active; AID 1822;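 active means inhibition above the campaign mean inhibition over all tested compounds plus 3 SD, cut at about 28% in these data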;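 further: 0% = plate median of test compound wells and 100% = 2 mM ZnCl2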
IDE cell activ = IDE (human) activation, cell-based. HEK cells, FAbeta-B cleavage, fluorescence polarization; 0% vehicle, 100% cell-free pure enzyme wells. 340,000 tested, 0.073% active. P14735. activation, % at 5.96 µM;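 active means activation above the mean of all tested compounds plus 3 SD, set per screening campaign, cut at about 17% in these data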
SUMO HTRF inh = SUMOylation inhibition; P63279; HTRF SUMOylation assay, SAE1/SAE2 + UBC9, in vitro; inhibition, % at 35 µM; 290,000 tested, 0.36% active; in the data active means inhibition above about 50%, passing the limit was not always enough; further: strong numbers were not always called active
p-CIP stab down = compounds decreasing mouse p/CIP protein stability | decrease of EGFP signal, % at 10 µM | AID 1984 | F442A p/CIP-EGFP cells, EGFP fluorescence, 16 h | 290,000 tested, 0.01% active;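 active means EGFP signal decrease of at least 30% at 10 µM or well 3 SD below plate mean, unless failing retest; inactive means the rest, including hits failing retest or dose response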; further: some compounds called inactive have numbers as strong as hits; many of its hits are not listed in these tables
Target sequence (Q05BA5 1-1403): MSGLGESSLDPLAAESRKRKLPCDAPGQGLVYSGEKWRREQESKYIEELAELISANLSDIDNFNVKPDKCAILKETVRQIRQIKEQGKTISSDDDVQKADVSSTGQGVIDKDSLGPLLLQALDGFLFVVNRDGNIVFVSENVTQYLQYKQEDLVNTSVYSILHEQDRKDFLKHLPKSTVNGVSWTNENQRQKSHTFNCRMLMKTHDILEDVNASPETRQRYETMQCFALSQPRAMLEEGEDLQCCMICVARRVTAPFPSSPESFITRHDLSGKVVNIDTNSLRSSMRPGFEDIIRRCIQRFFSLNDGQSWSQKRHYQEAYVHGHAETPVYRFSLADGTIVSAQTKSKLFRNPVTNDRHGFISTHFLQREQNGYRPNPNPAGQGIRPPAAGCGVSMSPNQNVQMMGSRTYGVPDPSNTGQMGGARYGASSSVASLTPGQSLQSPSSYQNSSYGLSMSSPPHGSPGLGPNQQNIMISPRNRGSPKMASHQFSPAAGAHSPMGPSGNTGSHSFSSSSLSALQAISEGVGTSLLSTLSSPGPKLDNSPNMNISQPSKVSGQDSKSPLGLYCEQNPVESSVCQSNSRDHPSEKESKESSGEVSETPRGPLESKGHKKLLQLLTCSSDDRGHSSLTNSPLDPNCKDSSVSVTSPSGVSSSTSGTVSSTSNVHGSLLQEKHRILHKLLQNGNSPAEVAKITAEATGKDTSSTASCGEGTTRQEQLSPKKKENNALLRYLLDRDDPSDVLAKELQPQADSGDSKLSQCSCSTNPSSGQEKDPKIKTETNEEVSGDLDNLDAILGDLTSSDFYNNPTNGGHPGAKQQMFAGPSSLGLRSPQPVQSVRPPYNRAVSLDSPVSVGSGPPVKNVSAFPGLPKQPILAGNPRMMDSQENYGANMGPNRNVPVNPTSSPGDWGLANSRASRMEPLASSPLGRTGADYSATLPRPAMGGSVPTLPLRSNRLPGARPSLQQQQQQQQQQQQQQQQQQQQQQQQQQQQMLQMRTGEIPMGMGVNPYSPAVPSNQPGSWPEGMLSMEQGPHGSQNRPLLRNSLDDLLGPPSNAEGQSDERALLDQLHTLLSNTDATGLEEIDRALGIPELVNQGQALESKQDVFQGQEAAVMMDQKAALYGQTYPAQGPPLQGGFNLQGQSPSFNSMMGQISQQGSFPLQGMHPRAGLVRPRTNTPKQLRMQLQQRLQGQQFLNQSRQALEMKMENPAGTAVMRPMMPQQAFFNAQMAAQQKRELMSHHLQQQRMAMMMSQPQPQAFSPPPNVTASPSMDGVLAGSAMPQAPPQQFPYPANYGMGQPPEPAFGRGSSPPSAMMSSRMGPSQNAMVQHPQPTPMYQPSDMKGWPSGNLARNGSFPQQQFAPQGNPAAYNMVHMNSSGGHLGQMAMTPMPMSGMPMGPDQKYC
* marks the source's active call; other numbers are inactive results; . = not tested or not shown; [ ] = remark or other dose. These rows are one share of the data. The share of hits here may be higher or lower than overall.

SMILES	IDE cell inh	MEKK2 WT-MEK5	MEKK2mut PB1 HTS	NALP1 inh	MEKK3 PB1 HTS	M18AAP inhibitor	IDE cell activ	SUMO HTRF inh	p-CIP stab down
CCOC(=O)c1c(NC(=O)CCl)sc(C(=O)N(CC)CC)c1C	4.7	112.0	13.0	4.2	108.0	-7.9	1.7	9.4	5.2
Cc1ccc2nc(N(CCN(C)C)C(=O)C3=COCCO3)sc2c1	0.0	113.0	7.0	3.6	103.0	4.9	4.2	-6.6	-0.4
CN(C)CCCN(C(=O)c1cc(Cl)sc1Cl)c1nc2cc3c(cc2s1)OCO3	11.5	133.0	22.0	23.8	107.0	3.6	6.5	12.4	-7.9
COC(=O)c1nnn(-c2nonc2N)c1CN1CCCC1	3.9	101.0	-2.0	9.8	93.0	-1.9	0.0	-9.9	2.3
O=C(Cc1cccs1)N1CCC(c2nc3c(nnn3Cc3ccc(F)cc3)c(=O)[nH]2)CC1	7.0	103.0	2.0	12.9	105.0	-2.3	-6.6	-23.6	-2.9
O=C(CSc1nnc(CNC(=O)c2ccco2)o1)Nc1cccc(Cl)c1	6.2	105.0	6.0	-79.9	105.0	0.0	1.8	5.6	-5.2
NC(=O)CC(NC(=O)c1ccccc1)c1ccc(NC2CCN(Cc3ccccc3)CC2)c([N+](=O)[O-])c1 (stereo not given)	-0.1	103.0	-2.0	-3.2	101.0	-3.8	-3.7	-1.9	4.8
CCC(CC)c1nnc(NC(=O)c2cccnc2SC)s1	-1.3	101.0	3.0	3.4	107.0	-7.3	2.5	17.9	-4.0
N#CC1=C(N)Oc2cc(N)ccc2C1c1ccccc1Cl (stereo not given)	.	102.0	-2.0	8.0	100.0	5.2	0.8	8.7	8.5
CC(=O)N1c2ccc(S(=O)(=O)N(C)c3cc(C)ccc3C)cc2CC1C (stereo not given)	9.0	103.0	4.0	0.7	100.0	-2.1	5.3	3.5	-8.1
Cc1ccc(C(=O)/C=C/c2ccc(F)cc2)o1	-1.5	96.0	-2.0	20.5	98.0	18.6	0.0	1.0	-7.3
O=[N+]([O-])c1cccc(/C=N/Nc2cc(N3CCOCC3)ncn2)c1	1.1	107.0	8.0	10.3	104.0	-0.5	0.1	16.2	-6.2
O=C(CCCOc1ccc(Cl)cc1)N1CCCCCC1	2.0	121.0	7.0	7.1	121.0	3.3	-2.3	26.8	-17.0
C=CCOC(=O)C1=C[C@@H](c2ccc(C(F)(F)F)cc2)C[C@@H](OCc2ccc(CO)cc2)O1	5.3	80.0	-8.0	.	73.0	.	-4.9	.	.
C=CCc1cc(OC)ccc1OCCON1C(=O)CCC1=O	1.7	94.0	-6.0	-11.8	87.0	5.0	0.1	-8.9	-0.7
COc1cc(C(=O)N/N=C\c2ccccc2)c([N+](=O)[O-])c(OC)c1OC	3.5	115.0	5.0	-41.6	110.0	-1.0	6.7	-10.9	-9.6
Cc1ccccc1S(=O)(=O)Nc1cccnc1	-5.0	106.0	-2.0	7.5	70.0	-3.2	-3.9	4.1	-0.8
CCOC(=O)N1CCN(C(=O)CSc2ccc(C(F)(F)F)cc2[N+](=O)[O-])CC1	-0.8	104.0	4.0	-9.0	102.0	6.5	-1.6	2.2	1.6
C/C=C/c1ccc(OCCCNC)c(OC)c1	-4.0	124.0	8.0	12.5	106.0	0.8	3.9	19.5	-4.5
Cc1ccc(Nc2nc(N)nc(CSC(=S)N3CCN(c4ccccc4)CC3)n2)cc1	3.6	100.0	14.0	40.7	107.0	-1.6	0.5	-19.1	-7.2
CCC(NC(=O)CCl)c1ccc(C)cc1 (stereo not given)	6.7	91.0	-5.0	11.3	94.0	15.4	5.3	4.0	-4.6
COc1cc(OC)cc(-n2nnnc2SCC(=O)N2CCCc3ccccc32)c1	6.6	104.0	5.0	32.9	106.0	-4.8	-2.5	17.2	-8.9
Cc1ccccc1Nc1nc(N)nc(CSc2n[nH]c(N)n2)n1	5.9	98.0	-3.0	6.9	98.0	4.5	1.0	4.0	-4.0
CC(=O)N1CCN2C(=O)C1CCCC(=O)c1cc(C(C)C)ccc12 (stereo not given)	1.5	100.0	4.0	-4.5	92.0	-2.2	-1.6	-1.3	-8.5
Cc1cccc(N/C(=N/S(=O)(=O)c2ccccc2)c2ccccc2)n1	0.5	102.0	2.0	11.1	99.0	0.0	3.1	11.6	-3.5
CCOC(=O)C1=C(C)NC(=O)NC1c1c(O)ccc2ccccc12 (stereo not given)	0.4	99.0	-1.0	18.6	97.0	-0.9	7.0	-1.6	0.0
CCN(CC)C(=O)CSc1ncnc2c(-c3ccc(OC)cc3)nsc12	7.5	98.0	-2.0	3.0	104.0	1.0	.	24.7	-6.5
CCOC(=O)c1ccc2ncc(C(=O)OCC)c(NCCN3CCOCC3)c2c1	3.6	108.0	2.0	.	103.0	1.5	-0.4	13.8	-5.3
Cc1c(C(=O)N/N=C/c2ccc(Cl)cc2)[nH]c2ccc(Cl)cc12	2.8	97.0	0.0	32.1	93.0	1.6	-0.2	-6.6	-6.6
CCCC1CCc2c(sc(NC(=O)OCC)c2C#N)C1 (stereo not given)	-5.7	107.0	3.0	14.4	109.0	4.5	0.9	-6.6	12.0
O=C(Cc1coc2ccc3ccccc3c12)N1CCc2ccccc21	-8.9	102.0	-1.0	-5.8	106.0	-4.5	4.4	15.2	-9.2
O=C(NC1CCC(O)CC1)c1cc(-c2ccco2)nc2ccccc12 (stereo not given)	5.2	88.0	-8.0	-8.7	98.0	1.4	-2.7	28.0	0.8
Cc1ccc(NCc2nnc(SCC(=O)O)n2Cc2ccccc2)cc1Cl	0.7	103.0	1.0	2.3	103.0	-15.5	.	12.8	-14.6
O=C(NCn1cnccc1=O)c1ccccc1	1.8	106.0	12.0	11.6	107.0	5.0	1.4	32.7	-15.7
Cc1cc(N/N=C/c2ccccc2O)c2ccccc2n1	-1.8	186.0*	14.0	22.8	108.0	-3.3	-2.2	-4.6	-2.4
CS(=O)(=O)N(CC(=O)Nc1ccccc1C(=O)NCCc1ccccc1)c1ccc2c(c1)OCCO2	1.4	105.0	4.0	16.4	106.0	5.5	2.7	9.2	-1.6
CC(C)CNC(=O)/C(C#N)=C1\N=C(NC(=O)c2ccco2)c2ccccc21	-0.5	96.0	-1.0	10.2	99.0	1.2	5.3	1.9	8.0
CCCCc1nnc(NC(=O)CCc2ccccc2)s1	.	109.0	6.0	-12.8	104.0	0.1	6.0	-1.4	-5.2
C(/C=C/C=C/Nc1ccccc1)=Nc1ccccc1	1.8	121.0	8.0	-12.3	112.0	3.0	1.4	5.9	-1.4
COc1cc(NC(=S)NCCCN2CCOCC2)cc(OC)c1OC	0.9	103.0	3.0	-2.0	102.0	-9.7	1.3	14.3	-2.9

Three neighbouring entries out of the list so far, for reference:
SMILES	IDE cell inh	MEKK2 WT-MEK5	MEKK2mut PB1 HTS	NALP1 inh	MEKK3 PB1 HTS	M18AAP inhibitor	IDE cell activ	SUMO HTRF inh	p-CIP stab down
C=CCOC(=O)C1=C[C@@H](c2ccc(C(F)(F)F)cc2)C[C@@H](OCc2ccc(CO)cc2)O1	5.3	80.0	-8.0	.	73.0	.	-4.9	.	.
C=CCc1cc(OC)ccc1OCCON1C(=O)CCC1=O	1.7	94.0	-6.0	-11.8	87.0	5.0	0.1	-8.9	-0.7
COc1cc(C(=O)N/N=C\c2ccccc2)c([N+](=O)[O-])c(OC)c1OC	3.5	115.0	5.0	-41.6	110.0	-1.0	6.7	-10.9	-9.6

(list continues)
SMILES	IDE cell inh	MEKK2 WT-MEK5	MEKK2mut PB1 HTS	NALP1 inh	MEKK3 PB1 HTS	M18AAP inhibitor	IDE cell activ	SUMO HTRF inh	p-CIP stab down
COC(=O)CNC(=O)CSc1nnc(-c2ccc(OC)cc2)n1CC(C)C	2.0	103.0	4.0	-31.1	104.0	-4.7	0.3	6.5	-7.2
c1ccc2oc(-c3csc(N4CCOCC4)n3)cc2c1	1.2	91.0	-9.0	-2.7	97.0	16.8	-4.4	12.4	13.4
CC(=O)Nc1ccc(NC2(C)C(=O)c3ccccc3C2=O)cc1	-1.0	116.0	8.0	-8.8	110.0	-4.4	9.4	-7.7	0.2
O=C(/C=C/c1cccc([N+](=O)[O-])c1)Nc1cccc(NC(=O)c2cccs2)c1	9.2	116.0	1.0	11.1	125.0	4.6	-1.9	-17.4	-1.8
COc1ccc(NC(=O)N(CCO)Cc2cc3c(C)cc(C)cc3[nH]c2=O)cc1	1.7	101.0	-3.0	10.8	92.0	6.6	-1.0	24.3	-6.5
Cc1cc(C)nc(SCNC(=O)c2ccc(Cl)cc2)n1	9.4	101.0	0.0	19.0	104.0	51.5*	-3.5	-9.3	-7.5
CC1CCCCN1C(=O)CSc1nc2cc3c(cc2c(=O)n1Cc1ccc2c(c1)OCO2)OCO3 (stereo not given)	-1.9	95.0	3.0	8.1	104.0	-10.2	-0.5	-2.0	-6.7
CCCCc1nnc2c(N(C)S(=O)(=O)c3ccccc3)nc3ccccc3n12	1.6	110.0	6.0	-17.8	110.0	2.2	-5.0	-3.3	-11.6
COc1ccc(C(=O)N/N=C2\SCC(=O)N2Cc2ccc3c(c2)OCO3)c(OC)c1	12.6	100.0	0.0	.	99.0	-0.7	-0.2	3.2	2.0
COC(=O)C(C(=O)OC)C(C)C(C(=O)OC)C(=O)OC	6.0	102.0	5.0	4.0	98.0	-1.6	-0.8	3.5	-8.0
CC(C)OC(=O)Nc1ccc2c(c1)N(C(=O)CCN1CCOCC1)c1ccccc1CC2	0.6	87.0	-7.0	23.1	96.0	-13.7	-1.6	20.2	3.0
C/C(=N\NC(=O)c1cccc2ccccc12)c1ccccn1	.	100.0	-3.0	-14.5	101.0	2.4	1.8	-9.9	-5.6
CC(=O)Nc1ccc(C2NC(=O)c3ccccc3O2)cc1 (stereo not given)	5.6	96.0	-2.0	3.0	101.0	2.5	1.9	19.2	0.8
Fc1cc(F)c2nc(N3CCCCC3)sc2c1	0.3	102.0	4.0	5.4	104.0	4.3	3.0	25.9	-15.5
CC(=O)N(CCC(c1ccco1)C(C)C)Cc1ccc(Cl)cc1 (stereo not given)	0.2	96.0	5.0	-0.3	102.0	10.6	.	-9.1	3.6
Cc1[nH]c2ccccc2c1/C=N/NC(=O)c1ccc(N)cc1	1.5	100.0	0.0	18.9	96.0	4.8	0.7	-12.0	2.7
Cc1noc(C)c1S(=O)(=O)Nc1ccc(C(=O)NC2CCCCC2)cc1	7.3	33.0*[inhibitor]	-32.0	-10.2	20.0*[inhibitor]	-0.5	1.9	-13.9	-6.9
CN(C)c1ccc(-c2nc3cnccn3c2Nc2ccc3c(c2)OCCO3)cc1	-0.6	97.0	0.0	.	101.0	-5.1	1.8	-3.5	-12.7
C=CCOc1ccc(CNn2cn[nH]c2=S)cc1	4.2	98.0	-2.0	-15.0	97.0	17.9	2.9	1.9	-10.7
COc1cc(O)c(C(CCN2CCOCC2)c2cc(OC)c(OC)c(OC)c2)c(OC)c1 (stereo not given)	1.4	142.0*	3.0	-15.2	119.0	.	7.5	2.9	-1.0
CCOC(=O)C(C)Oc1ccc(NC(=O)C(Cl)(Cl)Cl)cc1 (stereo not given)	1.4	110.0	3.0	.	104.0	0.0	7.6	-1.8	-3.3
CS(=O)(=O)c1cccc(C(=O)Nc2cccc(-c3nc4ccccc4[nH]3)c2)c1	5.5	99.0	-2.0	21.9	99.0	-0.7	0.7	-3.9	0.8
CCCC(c1nnnn1Cc1cccs1)N1CCN(c2nc3ccccc3s2)CC1 (stereo not given)	1.6	93.0	-2.0	21.3	96.0	3.0	3.8	7.9	-26.4
CCOC(=O)N1CCN(C(=O)c2c[nH]c3ccc(S(=O)(=O)N(C)c4ccc(F)cc4)cc3c2=O)CC1	3.1	107.0	1.0	13.5	103.0	2.1	5.1	.	-7.3
O=C(Cn1cncn1)NCc1ccccc1Br	-2.6	97.0	-4.0	12.2	100.0	1.1	-3.4	23.6	-12.9
